# Runt-CBFb FRET: inhibitors of human RUNX1 Runt domain binding to CBFb; Q01196+Q13951; Cerulean-Runt/Venus-CBFb FRET ratio 530/480, 1 h; inhibition, % at 20 µM; 220,000 tested, 0.46% active; AID 1496;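 active = inhibition over about 50% at 20 µM in the single-dose screen, limit read from the data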;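 also: 0% = DMSO wells and 100% = excess unlabeled CBFb competitor control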
#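 Assay system: Cerulean-Runt domain / Medium: Tris 50 mM pH 7.5, KCl, K2SO4, 0.01% BSA / Timing: protein complex preformed 1 h, compound exposure 1 h, room temperature, dark / Measured by: FRET, excitation 422 nm, emission at 530 and 480 nm / Evaluation: loss of energy transfer signal / Control set: 5 µM unlabeled CBFb as full-inhibition high control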
# EBV gp42 block: blocks Epstein-Barr virus glycoprotein 42 binding | Fluorescence polarization binding assay, mP read-out | AID 1085 | inhibition, % (tested at 21.74 µM) | 220,000 tested, 0.42% active | Q1HVG2; in the data active = inhibition above about 50%
# Mdm2 ligase inh: blocks human Mdm2 ubiquitin ligase activity. Q00987. cell-based MDM2 ubiquitination luciferase reporter, 2 h; 0 = plate control, 100 = twice control, blank-subtracted. signal enhancement, % at 5 µM. 210,000 tested, 0.11% active. AID 1230;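 active = signal enhancement of 30% or more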;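 also: luminescence tracks abundance of the self-degrading MDM2-luciferase fusion protein; higher signal means inhibition of MDM2 E3 ligase activity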
#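 Timing – 2 h compound exposure at 37 °C · Assay system – mammalian cells stably expressing self-ubiquitinating, self-degrading MDM2 E3–luciferase fusion · Amount – 2000 cells seeded into each well · Measure – % luminescence enhancement versus blank-corrected plate control mean · Measured by – SteadyLite luminescence, 15 min reagent step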
# p47phox inh: inhibitors of human p47phox binding. P14598. p47phox/p22phox peptide binding, fluorescence polarization, 2 h. inhibition, % at 24.7 µM. 220,000 tested, 0.53% active. AID 1274;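 active = inhibition above about 30%, limit read from the data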;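 also: 0% = p47phox with labelled peptide and 100% = labelled peptide alone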
# Target sequence (P14598 whole entry, looked up): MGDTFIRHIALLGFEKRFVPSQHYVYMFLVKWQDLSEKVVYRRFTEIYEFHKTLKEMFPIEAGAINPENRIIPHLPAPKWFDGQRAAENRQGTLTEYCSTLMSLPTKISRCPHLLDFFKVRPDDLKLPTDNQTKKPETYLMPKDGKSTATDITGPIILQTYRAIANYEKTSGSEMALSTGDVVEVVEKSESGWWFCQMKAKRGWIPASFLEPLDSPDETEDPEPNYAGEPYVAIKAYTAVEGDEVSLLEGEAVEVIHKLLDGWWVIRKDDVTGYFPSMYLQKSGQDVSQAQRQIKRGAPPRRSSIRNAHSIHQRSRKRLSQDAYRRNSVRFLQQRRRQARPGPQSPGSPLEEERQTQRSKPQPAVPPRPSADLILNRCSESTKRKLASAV
# Runt-SMMHC FRET: blocks binding of human RUNX1 Runt domain to CBFb-SMMHC; Q01196+Q13951; Cerulean-Runt/Venus-CBFb-SMMHC FRET ratio 530/480, 1 h; inhibition, % at 20 µM; 220,000 tested, 0.74% active; AID 1434;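 active = mean inhibition across duplicate retests at 20 µM reaching about 50%, limit read from the data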;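 also: 0% = DMSO wells and 100% = wells with excess untagged CBFb-SMMHC; inhibitors lower the FRET ratio by blocking Runt binding to CBFb-SMMHC; some results filed as inactive read as strong as hits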
# 14-3-3 Bad PPI: disrupts binding of bovine 14-3-3 zeta to phospho-Bad peptide. 220,000 tested, 0.71% active. P63103. TR-FRET 14-3-3zeta/Dy647-pBad peptide displacement, 1 h. inhibition, % at 21.7 µM;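 active = inhibition above about 70%, limit read from the data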;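 also: 0% = full 14-3-3 plus peptide FRET controls and 100% = background without 14-3-3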
# TbHK1 inh: T. brucei hexokinase 1 inhibition | inhibition, % at 10 µM | 220,000 tested, 0.11% active | recombinant TbHK1, G6PDH-coupled NADH A340;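 active = inhibition of 50% or more in the single-dose primary screen; inactive = inhibition below 50%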
# Hck-Nef inh: inhibitors of human Hck kinase activated by Nef. P08631. Recombinant Hck-YEEI plus Nef, Z-Lyte FRET kinase assay. inhibition, % at 20 µM. 220,000 tested, 0.68% active. AID 463187;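 active = Hck-Nef kinase inhibition above about 50%, limit read from the data; inactive = inhibition below that limit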;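 also: 0% = DMSO with Hck plus Nef and 100% = Hck alone without Nef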
# Target sequence (P08631 whole entry, looked up): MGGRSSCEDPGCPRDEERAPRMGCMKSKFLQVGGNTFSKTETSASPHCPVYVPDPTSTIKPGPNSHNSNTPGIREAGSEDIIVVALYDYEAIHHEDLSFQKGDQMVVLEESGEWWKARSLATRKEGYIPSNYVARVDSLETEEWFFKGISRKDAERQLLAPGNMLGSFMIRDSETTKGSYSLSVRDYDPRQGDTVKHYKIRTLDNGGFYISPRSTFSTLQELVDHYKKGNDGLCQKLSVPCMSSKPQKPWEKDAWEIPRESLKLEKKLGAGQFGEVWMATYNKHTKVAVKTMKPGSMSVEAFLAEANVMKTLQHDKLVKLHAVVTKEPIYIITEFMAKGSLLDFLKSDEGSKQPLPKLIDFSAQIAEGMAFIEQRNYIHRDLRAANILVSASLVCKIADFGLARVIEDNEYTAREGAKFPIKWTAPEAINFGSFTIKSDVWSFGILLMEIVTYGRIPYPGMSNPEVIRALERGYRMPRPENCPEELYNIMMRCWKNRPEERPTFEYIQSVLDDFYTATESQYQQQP
# L929 necroptosis: blocks zVAD induced death of L929 cells. AID 1377. L929 zVAD necroptosis rescue, ATP luminescence, 24 h; with zVAD 60 µM. viability rescue, % at 10 µM. 220,000 tested, 0.38% active;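 active = activation, scaled between plate controls, above about 75%, limit read from the data; inactive = activation under that limit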;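 also: 0% = zVAD with DMSO and 100% = DMSO alone without zVAD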
# Active calls of the source: *; / = no result given; [ ] = another dose, or the depositor's remark.
# A first look, four compounds:
# The line under a structure holds: Runt-CBFb FRET	EBV gp42 block	Mdm2 ligase inh	p47phox inh	Runt-SMMHC FRET	14-3-3 Bad PPI	TbHK1 inh	Hck-Nef inh	L929 necroptosis
CCOc1ccc(N2CC(C(=O)NCc3cccc(C)c3)CC2=O)cc1 (stereo not given)
    -3	-4	7	-10	-2	7	4	2	0.9
COc1ccc(CNc2nc(NCc3ccc(OC)c(OC)c3)n(C(=O)c3cccs3)n2)cc1OC
    -4	7	7	-10	-10	-2	-20	0	1.2
Cc1ccc(-c2nnc(-c3ccccc3)o2)cc1
    -3	-18	-37	-7	2	5	-8	10	0.1
CCCCNS(=O)(=O)c1ccc2nc(SCC(N)=O)[nH]c2c1
    -1	0	6	4	0	-9	-11	14	0.7

# Results, from the start:
# The line under a structure holds: Runt-CBFb FRET	EBV gp42 block	Mdm2 ligase inh	p47phox inh	Runt-SMMHC FRET	14-3-3 Bad PPI	TbHK1 inh	Hck-Nef inh	L929 necroptosis
CCOc1ccc(N2CC(C(=O)NCc3cccc(C)c3)CC2=O)cc1 (stereo not given)
    -3	-4	7	-10	-2	7	4	2	0.9
COc1ccc(CNc2nc(NCc3ccc(OC)c(OC)c3)n(C(=O)c3cccs3)n2)cc1OC
    -4	7	7	-10	-10	-2	-20	0	1.2
Cc1ccc(-c2nnc(-c3ccccc3)o2)cc1
    -3	-18	-37	-7	2	5	-8	10	0.1
CCCCNS(=O)(=O)c1ccc2nc(SCC(N)=O)[nH]c2c1
    -1	0	6	4	0	-9	-11	14	0.7
COc1ccc(C(C(=O)NC2CCCC2)N2CCc3ccccc32)cc1 (stereo not given)
    -1	-8	-17	-18	2	8	-1	-2	-0.6
O=[N+]([O-])c1ccc(OC/C=C2\Oc3ccc([N+](=O)[O-])cc3C2N2CCOCC2)cc1 (stereo not given)
    1	-4	-10	-6	1	-9	-20	1	-0.4
Cc1c(NCc2cc(Cl)cc(Cl)c2O)c(=O)n(-c2ccccc2)n1C
    -22	17	-2	-21	-63	1	-4	-2	-0.2
CN(C)CCNc1nc(-c2ccco2)c2c(c1C#N)CC(C)(C)OC2
    2	-20	-10	-18	6	4	-9	2	-0.9
O=[N+]([O-])c1cccc(/C=N/n2cnnc2)c1O
    2	-23	-2	9	-6	-1[fluorescence artefact?]	24	1	0.5
COc1ccccc1Oc1ccc(S(=O)(=O)N2CCCC2)cc1
    1	-5	-2	1	1	5	6	2	-0.2
O=C(CSc1cn(Cc2cccc(F)c2)c2ccccc12)NCc1ccc(F)cc1
    -5	-11	/	2	-6	-10	-2	-4	3.7
COc1cc(/C=N/NC(=O)c2ccc(CSc3nc4ccccc4[nH]3)cc2)ccc1O
    -3	16	-19	-22	-3	-21	-17	28	1.5
C/C(=N\NC(=O)c1ccc(=O)[nH]n1)c1cccnc1
    -2	0	-1	1	3	-22	29	5	0.0
CC(=O)Nc1ccc(NC(=O)COC(=O)c2ccco2)cc1
    1	-22	-16	-3	-3	1	1	13	0.1
CCOc1ccccc1N(C(=O)CNC(=O)c1ccco1)C(C(=O)NC1CCCC1)c1cccnc1 (stereo not given)
    6	-3	-13	-12	-1	1	5	0	0.2
C=CCNC(=O)c1onc(CSc2cc(C)ccc2C)c1C(=O)O
    1	-15	-14	-1	-4	28	3	0	0.6
CC(C)CC(=O)NC(NC(=S)Nc1cccc2cccnc12)C(Cl)(Cl)Cl (stereo not given)
    6	1	-33	-8	4	-18[fluorescence artefact?]	-3	1	0.2
N=c1sccn1CC(=O)NC(c1ccccc1)c1ccccc1
    0	-8	-2	-15	0	-13	3	-20	1.0
CN(C)c1ccc(C(=O)NNC(=O)Nc2ccccc2)cc1
    2	-10	0	-7	-1	-4	-11	-9	4.9
CCc1ccc(CCC(=O)Nc2ccc(C(C)=O)cc2)o1
    -2	-2	9	4	-3	-8	-2	9	-0.1
O=C(Cn1cc(C(=O)COc2ccccc2)c2ccccc21)NCc1ccco1
    1	-102	-9	-84	-7	7[fluorescence artefact?]	8	0	-0.5
C#CCNC(=O)C1=C[C@H](c2ccc3c(c2)OCO3)[C@@H](CCCO)[C@H](OCC)O1
    -1	-4	/	/	1	2	-6	9	0.2
CC1=CS/C(=C(/C#N)C(=O)N2CCCCC2)N1c1ccccc1
    -2	-8	2	-9	-1	10	-45	-1	-0.1
COc1ccc(/C(O)=C2/C(=O)C(=O)N(CCN(C)C)C2c2ccc(C)cc2)cc1Cl (stereo not given)
    -2	-15	5	-15	-4	-2	-22	0	0.6
Cc1nc2ccccc2c(=O)n1CCCN1CCOCC1
    0	-6	-4	-8	-1	7	-10	17	0.6
CCCCCCN(C(=O)CCCCCN1C(=O)NC(c2ccc(-c3ccccc3)cc2)C(C(=O)OCc2ccccc2)=C1C)C(C)C(=O)NCCCC (stereo not given)
    -16	-14	/	-19	-1	-3	38	-5	5.7
COc1ccc(NC(=S)NN2C(C)CCCC2C)cc1 (stereo not given)
    4	5	-3	-9	1	-8[fluorescence artefact?]	1	0	1.5
OCCNCCCCOc1ccc(F)cc1
    /	-9	5	-9	-2	2	4	1	0.0
O=C(Nc1ccc2c(c1)OCO2)C1CCN(S(=O)(=O)c2cccs2)CC1
    0	-2	-18	-6	-8	5	-3	1	0.0
CS(=O)(=O)N1CCc2cc(C(=O)O)ccc21
    -2	-2	-8	3	-4	11[fluorescence artefact?]	4	-6	/
Cc1cc(C)nc(SCc2nc3nc(C)cc(C)n3c2Br)n1
    0	-6	13	-2	-3	0	-8	1	-0.1
O=C(Nc1ccc(Cl)cn1)c1cc2c(s1)-c1ccccc1OC2
    32	2	-11	13	38	4	-28	47	1.4
CC(C)(C)NC(=O)C(Cc1ccccc1)NS(=O)(=O)c1ccc2c(c1)CCC(=O)N2 (stereo not given)
    0	-9	-7	-2	0	1[fluorescence artefact?]	32	1	0.0
O=C(CCSCCc1ccccn1)Nc1c(F)cc(F)cc1Br
    -1	-20	-9	1	-2	-23[fluorescence artefact?]	25	1	-0.1
N#CC1=C2SCN(Cc3ccco3)CN2C(=O)CC1c1c(F)cccc1Cl (stereo not given)
    14	-16	-8	7	11	7	-16	3	1.2
O=C(C[n+]1ccn(CCCNP2(=O)C=C(c3ccccc3)OC(c3ccccc3)=C2)c1)c1cccs1
    -2	-5	-14	-14	1	-4	7	22	2.7
COc1ccc(N=C(C)C2=C(O)c3ccccc3C2=O)cc1
    -4	-14	-40	-3	-5	-14	3	17	0.9
O=[N+]([O-])c1ccccc1S(=O)(=O)NCc1ccco1
    2	-11	-9	-18	2	-5	1	16	1.2
O=C(CSC1CS(=O)(=O)c2cc([N+](=O)[O-])ccc21)NNC(=O)c1ccccc1 (stereo not given)
    -1	-11	-12	-9	-2	0	4	7	-0.3
O=[N+]([O-])c1cc(/C=N/O)ccc1SCc1ccccc1Cl
    -3	-14	-15	-3	11	3	-1	0	0.4
CN(C)c1ccc(C2OC(=O)C3(CCCC3)C(=O)C2(C)C)cc1 (stereo not given)
    3	-24	-11	-16	4	-1	-6	9	0.2
Cc1ccc(NC(=S)NNC(=O)CCn2cc(C)cn2)cc1
    -3	7	-9	-10	1	9	-3	-1	0.2
O=C(O)c1cc(-c2ccccn2)n[nH]1
    -3	-19	4	-6	3	27[fluorescence artefact?]	-1	7	1.5
COc1ccc(OC)c(NC(=O)CSc2nnc3ccc(-c4ccncc4)nn23)c1
    0	6	8	-2	1	25	-1	25	1.0
CN(C)CCC(c1ccccc1)c1ccccn1 (stereo not given)
    0	-1	/	3	-1	2	-5	-7	-1.7
Cc1nc(SCC(N)=O)c([N+](=O)[O-])[nH]1
    0	1	-8	-4	0	-12	-6	15	1.6
COC(=O)c1ccc(CNC(=O)COC(=O)COc2ccc(OC)cc2)cc1
    0	-27	16	-18	4	-11	4	22	2.2
CN1CCN(C(=O)c2cc3c(C(F)(F)F)nn(C)c3s2)CC1
    0	-6	-23	-9	-2	-4	3	0	0.1
O=C(OCC(O)COC(=O)c1cccnc1)c1cccnc1
    1	-15	-16	-5	0	6	-3	16	-0.5
C=CCn1c(N2CCCCCC2)nc2c1c(=O)n(C)c(=O)n2C
    -2	1	/	0	4	-1	-1	1	-0.4

# Later entries:
# The line under a structure holds: Runt-CBFb FRET	EBV gp42 block	Mdm2 ligase inh	p47phox inh	Runt-SMMHC FRET	14-3-3 Bad PPI	TbHK1 inh	Hck-Nef inh	L929 necroptosis
O=C(CSc1nnc(Cc2ccccc2)o1)N1CCCc2ccccc21
    8	-4	-12	-4	-4	-5	7	-3	-1.7
Cc1ccc(-n2c3c(cc(C(=O)NC4CCSC4=O)c2=O)C(=O)CC(C)(C)C3)cc1 (stereo not given)
    -2	-16	-20	-11	3	1	-30	2	-1.0
CCOc1ccc(OCC)c(NC(=O)CN2CCC(NC(=O)c3cccc(F)c3)CC2)c1
    -4	-6	-11	-1	-5	4	-6	-4	1.2
CCOC(=O)c1sc(NS(=O)(=O)c2ccc(C)cc2)nc1C
    0	2	-12	-15	-6	6	-11	-1	0.1
O=C(Cc1ccc(Cl)cc1)NCCS(=O)c1ccc(Cl)cc1 (stereo not given)
    -1	-11	-22	-1	2	13	-2	2	-0.1
CC(=O)OCC1=C(C(=O)O)N2C(=O)C(NC(=O)c3ccc(COc4ccc(Cl)cc4)o3)C2SC1 (stereo not given)
    7	-3	/	-21	-2	15	10	64*	-0.6
CCOC(=O)c1[nH]c2ccc(Br)cc2c1NC(=O)CCN1CCCCC1
    -3	-18	7	-15	-1	-3	-6	1	-0.1
CCOc1cccc(N(C(=O)Cc2cccs2)C(C(=O)NC2CCCCC2)c2cccn2C)c1 (stereo not given)
    -2	-13	8	0	-4	4	-2	10	-0.1
CCOC(=O)c1cc(/C(C)=N/OC(=O)c2ccc(Cl)cc2)on1
    2	-9	-2	-9	-4	-8	-8	6	0.1
OC(CNCC1CCCO1)COc1ccc(OCC(O)CNCC2CCCO2)cc1 (stereo not given)
    1	-23	/	-11	-1	-2	-1	9	0.9
Cc1ccc(C(=O)Nc2ccc3nccnc3c2)cc1
    -1	-6	-14	-8	4	0	-15	2	0.2
CCOC(=O)C1(Cc2cccc(OC)c2)CCN(Cc2ccc(OC)c(OC)c2)CC1
    0	-21	-16	-4	1	-2	9	10	-0.8
O=C(Cc1ccc(F)cc1)Nc1nnc(SCC(=O)N2CCCCC2)s1
    -2	3	0	3	0	-24	-6	8	0.5
COc1ccc(S(=O)(=O)NN(C)C)cc1N(C)S(=O)(=O)c1ccc(Cl)cc1
    -1	5	5	-7	0	-10	-2	1	0.4
O=C(O)c1cccc(NS(=O)(=O)c2ccc3c(c2)C(=O)c2ccccc2C3=O)c1
    3	1	-10	-3	-1	5	-8	1	0.4
O=C(NCc1cccnc1)C1CCN(S(=O)(=O)c2cccnc2)CC1
    -1	-11	/	-2	-5	-17	-5	2	-0.1
Cc1ccc(N2C(=O)[C@@H]3[C@H](C2=O)[C@H]2C=CC=NN2[C@@H]3C(=O)Nc2ccccc2)cc1
    1	-14	9	-28	3	-5	-23	3	-0.5
